Source: PubChem BioAssay
RT RNaseH block = blocks HIV-1 RNase H cleavage of RNA/DNA duplex. P04585. RT-RNase H RNA/DNA duplex cleavage, fluorescence. inhibition, % at 10 µM. 65,000 tested, 1.9% active; in the data active = inhibition above about 50%
RmlC RmlD mix = RmlC/RmlD inhibition, mixture screen. RmlC/RmlD coupled enzyme inhibition, 384-well mixture HTS. inhibition, % at 5.5 µM. 110,000 tested, 0.39% active. AID 1532; in the data active = inhibition above about 30%, passing the limit was not always enough; inconclusive = no clear call, values can overlap the other calls; note: strong numbers were not always called active
Starred values were filed as active, the others as inactive; u = inconclusive; x = no result given. Not all compounds are listed; the hit share may differ from the screen's.

SMILES | RT RNaseH block | RmlC RmlD mix
Cc1occc1C(=O)NCc1ccccn1 | 3.8 | -10.3
COc1cc(NC(=O)COc2cccc(OC)c2)cc(OC)c1 | -9.2 | -13.4
Cc1[nH]n(-c2ccc([N+](=O)[O-])cc2)c(=O)c1C=NCCN1CCN(C(=O)c2ccccc2F)CC1 | x | -7.7
O=C(CNc1ccccc1)Nc1ccc(F)cc1 | -5.0 | 7.4
Cc1[nH]n(C(N)=S)c(=O)c1N=Nc1ccc(S(=O)(=O)N2CCCC2)cc1 | x | -14.5
COc1ccccc1NC(=O)Cc1coc2cc(C)ccc12 | x | -8.7
O=C(Nc1cccc(C(F)(F)F)c1)C12CC3CC(CC(C3)C1)C2 | x | -19.4
O=C(COC(=O)C1CC1)Nc1ccc(Oc2ccccc2)cc1 | -4.8 | 8.8
Nn1c(SCC(=O)Nc2ccccc2F)nnc1-c1cccnc1 | 6.2 | -10.5
CCOC(=O)C1CCN(C(=O)CN(c2cccc(C(F)(F)F)c2)S(C)(=O)=O)CC1 | -1.0 | 0.5
CCOC(=O)C1=C(C)N=C2c3ccccc3C(=O)C2C1c1ccc(C)cc1 (stereo not given) | x | -9.8
Cc1cc(C)nc(NC2=NC3CCCCC3N2)n1 (stereo not given) | -7.3 | 4.6
CCN(C1CCCCC1)S(=O)(=O)c1ccc(OC)c(C)c1 | -29.5 | -7.9
CC(OC(=O)c1ccccc1NCc1ccco1)C(=O)Nc1ncc(Cl)cc1Cl (stereo not given) | -18.5 | -34.5
O=C(Nc1ccccn1)C1CCN(S(=O)(=O)c2cccc3nonc23)CC1 | 0.6 | -0.4
Nc1c(C(=O)NCc2ccccc2)nnn1Cc1ccc(F)cc1 | -9.2 | -15.3
c1ccc(-c2nc(-c3ccccn3)no2)cc1 | x | 7.1
C=C1CC2C(=O)N(Cc3cc(OC)ccc3OC)C(C(=O)OCC)(C(=O)OCC)C1N2C(=O)OC(C)(C)C (stereo not given) | x | -48.3
O=C(c1ccc(F)cc1)C1CCN(C(=O)c2ccncc2)CC1 | 88.0* | -33.9
Cc1ccc(-c2csc3nc(=O)c(C)nn23)cc1 | -18.1 | -12.5
O=C(Nc1cccc2ncccc12)c1ccc(-c2ccc(Br)cc2)o1 | x | -19.0
COc1cc(C2=NOC(C(=O)N3CCOCC3)C2)cc(OC)c1OC (stereo not given) | -3.1 | -9.2
Cn1c2ccccc2c2c(C(=O)N3CCN(C(=O)c4ccco4)CC3)cn(C3CCCCC3)c(=O)c21 | x | 14.9
Cc1cccc(N2CCN(C(=O)c3cc4ccccc4oc3=O)CC2)c1C | -1.2 | 7.7
COc1ccc(CCNC(=O)Cn2c(-c3nonc3N)nc3ccccc32)cc1OC | 0.9 | x

More records:
SMILES | RT RNaseH block | RmlC RmlD mix
CCOc1ccc(-c2cc(CCCC(=O)Nc3cccc(OC)c3)no2)cc1 | 1.4 | 9.9
CC(Sc1nc(-c2ccccc2)cc(C(F)(F)F)n1)C(=O)NCCN1CCOCC1 (stereo not given) | -0.5 | -12.8
O=C(NC1CCCCC1)c1cc([N+](=O)[O-])ccc1N1CCCCC1 | x | -7.2
Cc1ccc2c(c1)NC(=O)C(CC(=O)NCCCN1CCN(C3CCCCC3)CC1)O2 (stereo not given) | -1.7 | 11.8
CCOC(=O)c1cc(-c2ccc3c(c2)OCCO3)nc2c1c(C)nn2CCC#N | -38.9 | 45.0
O=C(c1cc(-c2cccs2)nc2ccccc12)N1CCN(S(=O)(=O)c2ccccc2)CC1 | x | -5.7
COc1ccc(-n2[nH]c(C)cc2=O)cc1 | -39.4 | x
O=C(Nc1ccccc1)OCc1ccccn1 | -7.4 | 10.2
C#CCOC(=O)c1ccccc1C(=O)n1nnc2ccccc21 | -15.8 | -16.3
CC(C)OC(=O)CN1C(=O)C(C)(C)Oc2ccc(C(=O)NC(C)(C)C)cc21 | 3.1 | -0.2
CC1Cc2cc(C(=O)O)ccc2O1 (stereo not given) | 1.6 | 6.4
O=c1c2ccccc2nc2c3ccccc3c3nncn3n12 | -36.3 | -4.8
CC1CCCCN1CCNC(=O)c1cc2c(=O)n(C)c3ccccc3c2n1C (stereo not given) | 0.3 | -11.7
O=C(C1CC1)N1CCc2cc(S(=O)(=O)NCCC3=CCCCC3)ccc21 | -8.6 | -19.8
O=C(CSc1nnnn1-c1ccc2c(c1)CCC2)NCc1cccs1 | -6.3 | -12.8
O=C(CSc1nc(-c2ccco2)cc(C(F)(F)F)n1)NCC1CCCO1 (stereo not given) | -8.2 | -2.9
Nc1ncnc2c1ncn2CCOc1ccccc1 | -22.7 | -6.3
Cc1ccc(-c2onc3ccc(C=O)cc23)cc1 | x | 6.2
CC1Cc2ccccc2N1C(=O)COC(=O)Cn1nnc(-c2ccccc2)n1 (stereo not given) | -13.2 | 3.5
CN1CCc2c(sc3c2c(=O)n(-c2cccc(Cl)c2)c2nncn32)C1 | 4.6 | -9.5
C=CCOc1c2ccc(C(=O)NC3CCCc4ccccc43)cc2nn1C (stereo not given) | x | -3.5
O=C(COc1ccccc1Br)NCc1ccccn1 | x | 8.4
CCCc1nc2oc3c(OCC)ncnc3c2c2c1COC(C)(C)C2 | x | 6.3
CCOC(=O)N1CCN(C(c2cccnc2)c2ccc3cccnc3c2O)CC1 (stereo not given) | x | -8.2
COCCn1c(SCC(=O)Nc2nnc(C)s2)nnc1-c1ccncc1 | -10.1 | -12.1

Next part:
SMILES | RT RNaseH block | RmlC RmlD mix
Nc1ncnc(Nc2cccc(C(F)(F)F)c2)n1 | x | -8.9
O=C(NC1CC1)c1ccc(COc2ccc(F)cc2)o1 | -12.3 | x
CC(C)Sc1nnc(Cn2c(=O)sc3ccccc32)n1-c1ccccc1 | 3.7 | 9.6
COc1ccccc1NC(=O)Cc1noc(CSc2nnc(C)s2)n1 | -4.3 | -19.0
CC(=O)Nc1ccc(S(=O)(=O)NC2=NCN(CCOC(=O)c3ccccc3)CN2)cc1 | 2.4 | -7.0
Cc1c(Br)ccc(NC(=O)CCN2C(=O)C3C4CCC(C4)C3C2=O)c1C (stereo not given) | x | u
O=C(CN(C(=O)CCC(=O)Nc1nccs1)c1ccc(F)c(Cl)c1)NCc1ccco1 | -0.8 | 8.4
COc1ccc(C2CC(C(F)(F)F)n3nc(CO)c(Cl)c3N2)cc1OC (stereo not given) | -10.7 | 6.2
Cc1ccc(C(=O)CN2CCC(NC(=O)C3CCCCC3)CC2)cc1 | -5.3 | 15.3
CCN1CCN(CC(=O)Nc2c(C(=O)OC)[nH]c3cccc(Cl)c23)CC1 | -14.0 | 3.9
N#CC1=C(N)Oc2nc(-c3ccccc3)[nH]c2C1c1cccnc1 (stereo not given) | -2.1 | 7.6
COCCNC(=O)C(c1cccs1)N(Cc1ccccc1)C(=O)Cn1nnc2ccccc21 (stereo not given) | x | 4.6
CCCOc1ccc(C(=O)NC(=S)Nc2nc3ccc(C)cc3s2)cc1 | x | 7.6
CCC(Oc1ccccc1)C(=O)Nc1ccccc1OC (stereo not given) | -63.3 | 1.3
CCCn1nnc(NCc2ccc(OCc3cccs3)c(OC)c2)n1 | -1.3 | 4.7
Cc1ccc(-c2csc(N/N=C/C=C/c3ccccc3)n2)cc1 | x | 1.1
O=C(NCCc1ccc2c(c1)OCCO2)c1cc2ccccc2o1 | -16.0 | 7.6
COc1ccc(-n2c(/C=C(\C)O)nc(=O)c3c(C)cc(C)nc32)cc1 | -77.6 | -6.5
COc1cccc(CNc2nc3ccccc3n2CCN2CCCCC2)c1OC | 10.0 | -5.3
O=C(Nc1ccc2snnc2c1)N1CCN(c2ccccc2)CC1 | 12.6 | 23.9
COc1ccc(NC(=O)Nc2ccccc2C(N)=O)cc1OC | -3.5 | -31.7
CCCCCCCCN1[C@@H](CC(=O)OCC)c2cc(C(F)(F)F)ccc2S1(=O)=O | x | -18.5
COc1ccc(NC(=O)CN2CCC(C)CC2)c([N+](=O)[O-])c1 | x | -16.0
Cc1cccc(OCc2nc(-c3nonc3N)no2)c1C | -17.6 | -11.4
CCC(CC)C(=O)Nc1cc(OC)c(OC)cc1C(=O)O | -4.2 | 1.2

Rewritten with values under each structure: part of the list above.
Second line of a record: RT RNaseH block, RmlC RmlD mix
- COCCNC(=O)C(c1cccs1)N(Cc1ccccc1)C(=O)Cn1nnc2ccccc21 (stereo not given)
    x, 4.6
- CCCOc1ccc(C(=O)NC(=S)Nc2nc3ccc(C)cc3s2)cc1
    x, 7.6
- CCC(Oc1ccccc1)C(=O)Nc1ccccc1OC (stereo not given)
    -63.3, 1.3
- CCCn1nnc(NCc2ccc(OCc3cccs3)c(OC)c2)n1
    -1.3, 4.7
- Cc1ccc(-c2csc(N/N=C/C=C/c3ccccc3)n2)cc1
    x, 1.1
- O=C(NCCc1ccc2c(c1)OCCO2)c1cc2ccccc2o1
    -16.0, 7.6
- COc1ccc(-n2c(/C=C(\C)O)nc(=O)c3c(C)cc(C)nc32)cc1
    -77.6, -6.5

Remaining list, next part.
SMILES | RT RNaseH block | RmlC RmlD mix
Cc1nnc(NC(=O)CSc2nnc(CNC(=O)C34CC5CC(CC(C5)C3)C4)n2C2CCCCC2)s1 | x | 7.3
COc1cc(NS(C)(=O)=O)c(OC)cc1NC(=O)c1cccc(F)c1 | 2.2 | -25.4
COc1ccc(OC)c(C(O)c2coc3ccc(O)c(CN4CCOCC4)c23)c1 (stereo not given) | 9.2 | 3.3
CN(C)S(=O)(=O)N1CCN(S(=O)(=O)N(C)C)CC1 | -7.6 | 21.8
O=C(NCCN1C(=O)C2C3C=CC(C3)C2C1=O)N1CCCCC1 (stereo not given) | -4.2 | -10.1
CCOc1ccc(S(=O)(=O)Nc2cccc(OC)c2)cc1 | x | 7.8
COC(=O)[C@@]1(Cc2ccc(F)cc2)[C@@H]2[C@@H](CC(=O)[C@H]2CC(=O)C(=O)N(C)C)CN1C(=O)c1ccccc1 | x | 8.0
Cc1cccc(NC2=CC(=O)OC(C)C2)c1 (stereo not given) | x | 2.4
Cc1cc(C(=O)OCC(=O)NCc2ccco2)c(C)n1-c1ccccc1 | 4.2 | -13.8
COC(=O)C1C2C=CC3(CN(C4CCCC4)C(=O)C13)O2 (stereo not given) | 2.1 | 5.9
CCOC(=O)C1=C(C)N2C(=C(C#N)[C@@H]1c1ccc(C(=O)OC)cc1)SC[C@@]2(O)C(C)(C)C | 13.4 | 11.4
CC(C)CCN(C)C1CCN(S(=O)(=O)c2ccc(F)cc2)CC1 | -2.7 | -8.6
Cn1c(C(=O)NCc2ccc3c(c2)OCO3)cc2sccc21 | -3.6 | 10.2
Cn1c2ccccc2c2cnn(CC(=O)N3CCN(c4ncccn4)CC3)c(=O)c21 | -2.6 | x
COc1ccccc1CNC(=O)C1CCCN(S(=O)(=O)c2cnc[nH]2)C1 (stereo not given) | 3.1 | -7.1
CC1(C)CC(NS(=O)(=O)c2ccccc2)CC(C)(C)N1 | 1.1 | 6.8
CC12CC3CC(C)(C1)CC(C(=O)NC1=NCCS1)(C3)C2 | x | -6.4
CC1=CC(C)C(C(=O)O)C(C(=O)O)C1 (stereo not given) | 3.5 | -6.5
O=C(O)C1CCCCC1C(=O)NCCc1cccc(Cl)c1 (stereo not given) | 4.6 | 33.4
Cc1cccc(NC(=O)NCc2ccc3c(c2)cc(C)n3C)c1 | x | -3.8
CCOC(=O)C1CCCN(C(=O)c2ccc3c(c2)OCO3)C1 (stereo not given) | -8.4 | -13.0
Cc1cc(C)n(C(=O)CNC(=O)C(c2ccccc2)c2ccccc2)n1 | x | -14.2
Cc1cc(C)n2ncnc2n1 | x | -14.4
O=C(NCCCN1CCCC1=O)c1ccc(CNS(=O)(=O)c2ccc(F)cc2)cc1 | -0.5 | 17.0
COC(=O)c1ccc2c(=O)n(NC(=O)C(c3ccccc3)c3ccccc3)c(=S)[nH]c2c1 | x | -7.3
CCOC(=O)N1CCC(c2cc(=O)n3[nH]c(-c4ccccc4)cc3n2)CC1 | 0.4 | -5.8
Cc1cc(C)nc(SCC(=O)Nc2ccc(N3CCOCC3)c(Cl)c2)n1 | -21.9 | -3.2

5 entries from above, set out differently.
Second line of a record: RT RNaseH block | RmlC RmlD mix
> CC1(C)CC(NS(=O)(=O)c2ccccc2)CC(C)(C)N1
→ 1.1 | 6.8
> CC12CC3CC(C)(C1)CC(C(=O)NC1=NCCS1)(C3)C2
→ x | -6.4
> CC1=CC(C)C(C(=O)O)C(C(=O)O)C1 (stereo not given)
→ 3.5 | -6.5
> O=C(O)C1CCCCC1C(=O)NCCc1cccc(Cl)c1 (stereo not given)
→ 4.6 | 33.4
> Cc1cccc(NC(=O)NCc2ccc3c(c2)cc(C)n3C)c1
→ x | -3.8
